VLA-4 inh = inhibition in human VLA-4 binding assay, primary screen, VLA-4 allosteric modulator project, MLPCN library, flow cytometry, VLA-4 expressing cells; Integrin alpha-4 (Homo sapiens), P13612; ligand binding flow cytometry; inhibition, % (about 7 µM as worked out from the volumes in the protocol); 330,000 tested, 0.2% active; AID 2557, 2010; in the data active = inhibition above about 50%
GLD-1 TGE inh = GLD-1/TGE RNA complex disruptors, primary screen, biochemical, fluorescence polarization. purified GLD-1 + fluorescein TGE RNA. Female germline-specific tumor suppressor gld-1 (Caenorhabditis elegans), Q17339. 320,000 tested, 0.44% active. AID 2280, 2010. inhibition, % at 5.96 µM;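 active = percent inhibition above a per-plate cutoff, the plate mean of test compounds plus 3 SD, cut at about 30% in these data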;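 note: 0% = DMSO wells with GLD-1 and probe and 100% = wells lacking GLD-1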
PME-1 primary = PME-1 inhibitors via competitive probe labeling, primary screen, biochemical, fluorescence polarization, FP-Rh probe, HTS. AID 2130, 2009. inhibition, % at 5.9 µM. recombinant PME-1. 320,000 tested, 0.53% active;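 active = inhibition above the campaign mean of all compounds plus 3 SD, cut at about 26% in these data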;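 note: competitive labeling of PME-1 active site by serine hydrolase directed probe; 0% = PME-1 with DMSO and 100% = wells lacking PME-1 enzyme; inhibitors block probe labeling so polarization falls and inhibition rises; many of its hits are not listed in these tables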
Target sequence (Q9Y570 whole entry, looked up): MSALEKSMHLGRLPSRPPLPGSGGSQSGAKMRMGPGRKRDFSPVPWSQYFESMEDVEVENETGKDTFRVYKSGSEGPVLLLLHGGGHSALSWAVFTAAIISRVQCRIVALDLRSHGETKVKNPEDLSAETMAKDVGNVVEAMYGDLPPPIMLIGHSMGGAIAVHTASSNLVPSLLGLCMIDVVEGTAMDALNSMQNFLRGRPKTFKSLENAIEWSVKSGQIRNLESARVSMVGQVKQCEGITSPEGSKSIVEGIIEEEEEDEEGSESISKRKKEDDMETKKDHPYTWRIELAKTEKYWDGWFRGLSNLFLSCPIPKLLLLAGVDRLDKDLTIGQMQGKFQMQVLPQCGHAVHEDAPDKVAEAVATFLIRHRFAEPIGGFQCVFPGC
Bcl-xL primary = inhibitors of human Bcl-xL, primary screen, biochemical, fluorescence polarization, HTS | Bcl-2-like protein 1 (Homo sapiens), Q07817 | GST-Bcl-xL / FITC-Bim BH3 peptide fluorescence polarization | inhibition, % at 10.9 µM | 320,000 tested, 0.7% active | AID 2129, 2009;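 active = inhibition above the mean of all tested compounds plus 3 SD, cutoff set per campaign, cut at about 30% in these data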;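 note: 0% = DMSO wells and 100% = unlabeled Bim-BH3 peptide competitor; inhibitors lower millipolarization by displacing the labeled peptide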
Target sequence (Q07817 whole entry, looked up): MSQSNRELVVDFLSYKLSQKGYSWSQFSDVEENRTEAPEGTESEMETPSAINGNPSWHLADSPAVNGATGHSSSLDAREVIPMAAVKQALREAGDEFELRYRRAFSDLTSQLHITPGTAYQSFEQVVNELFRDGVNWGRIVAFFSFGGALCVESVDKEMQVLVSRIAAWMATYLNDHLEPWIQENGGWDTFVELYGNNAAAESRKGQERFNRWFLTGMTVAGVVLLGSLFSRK
MEX-5 binding = MEX-5 zinc finger RNA-binding disruptors – biochemical, C. elegans, fluorescence polarization, MLPCN library, primary screen. Zinc finger protein mex-5 (Caenorhabditis elegans), Q9XUB2. MEX-5/FITC-TCR2 RNA binding; active compounds read low. activity score (negative = inhibition of binding), % at 10 µM. 300,000 tested, 0.38% active;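 active = inhibition past about -25% in most replicates, and total fluorescence under double the plate's negative control median, limit read from the data; inconclusive = replicates evenly split on the limit, or fluorescence at least double controls; inactive = too little inhibition in most replicates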;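 note: 0% = DMSO and -100% = 5 µM competing unlabeled TCR2 RNA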
GRK2 aptamer HTS = compounds blocking aptamer binding on GRK2 – biochemical, human GRK2, bead flow cytometry, HTS, primary screen. Beta-adrenergic receptor kinase 1 (Homo sapiens), P25098. FAM-aptamer displacement from GRK2. inhibition of aptamer binding, % at 10 µM. 330,000 tested, 0.59% active. AID 488847, 2010;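 active = inhibition of aptamer binding above 40%, roughly 3 SD of noise, on plates passing a quality check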;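 note: median bead fluorescence of bound FAM aptamer so fluorescent compounds give negative values; no value below 0 was filed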
Efflux pump inh = inhibitors of Candida efflux pumps in yeast, primary screen, S. cerevisiae, Nile Red, multiplex; AID 485275, 2010; 330,000 tested, 0.44% active; S. cerevisiae Candida pump triplex; inhibition, % at 10 µM;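 active = plate passing quality check with inhibition over a set limit, or well fluorescence over plate mean plus 4 SD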;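 note: Nile Red retained in pooled yeast measured as flow cytometry median fluorescence; 0% = buffer negative control and 100% = Enniatin B positive control; higher means more Nile Red kept so more efflux inhibition; some compounds called inactive have numbers as strong as hits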
Fam108B inh = mouse Fam108B serine hydrolase inhibitors, primary screen, counter-screen for RBBP9 inhibitor project, biochemical, fluorescence polarization | 300,000 tested, 0.33% active | recombinant Fam108B, FP-Rh probe fluorescence polarization | AID 1947, 2009 | inhibition, % at 9.51 µM;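 active = inhibition above the screen mean inhibition plus 3 SD, computed separately per campaign, cut at about 18% in these data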;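 note: inhibitors lower polarization as less probe binds the enzyme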
MCL1-BIM inh = inhibitors of MCL1 binding to BIM-BH3, primary screen, biochemical, fluorescence polarization; AID 2057, 2009; GST-MCL1 / FITC-Bim-BH3 fluorescence polarization; Induced myeloid leukemia cell differentiation protein Mcl-1 (Homo sapiens), Q07820; inhibition, % at 10.9 µM; 320,000 tested, 0.68% active;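 active = inhibition above the mean inhibition of all tested compounds plus 3 SD, set per campaign, cut at about 40% in these data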;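 note: 0% = DMSO wells and 100% = unlabeled Bim-BH3 peptide control; higher means more loss of mP so more displacement of Bim peptide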
Target sequence (Q07820 whole entry, looked up): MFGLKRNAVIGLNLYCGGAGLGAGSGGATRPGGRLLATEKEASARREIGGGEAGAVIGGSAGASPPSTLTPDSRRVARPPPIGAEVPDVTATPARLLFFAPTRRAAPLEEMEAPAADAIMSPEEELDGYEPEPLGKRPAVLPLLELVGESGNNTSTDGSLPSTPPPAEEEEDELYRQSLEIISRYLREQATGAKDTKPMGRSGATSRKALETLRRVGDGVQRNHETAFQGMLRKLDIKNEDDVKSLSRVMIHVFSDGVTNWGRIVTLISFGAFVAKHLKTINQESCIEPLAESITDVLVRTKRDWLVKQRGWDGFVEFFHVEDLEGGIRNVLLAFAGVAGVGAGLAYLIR
The depositor's hits bear a star; ? = inconclusive; / = no result given; & = joins results of further samples.

| smiles | VLA-4 inh | GLD-1 TGE inh | PME-1 primary | Bcl-xL primary | MEX-5 binding | GRK2 aptamer HTS | Efflux pump inh | Fam108B inh | MCL1-BIM inh |
| --- | --- | --- | --- | --- | --- | --- | --- | --- | --- |
| O=C(NC1CCCCC1)c1ccc2c(=O)n(CC3CCCO3)c(=O)[nH]c2c1 (stereo unspecified) | 7 | -4 | 1 | 10 | -0.7 | 0 | 0.1 | 5 | 0 |
| O=C(Nc1ncc(Cc2ccccc2)s1)C1=NCCN1 | 13 | 0 | 2 | 5 | -0.3 | 0 | 0.0 | 2 | 2 |
| Cc1c(C(=O)N2CCOCC2)oc2c1C(=O)CC(C)(C)C2 | 2 | 10 | 1 | -1 | 0.7 | 0 | 0.0 | 5 | 1 |
| CCOc1cc(/C=N/NC(=O)CNc2cccc(C)c2)ccc1OC(=O)c1ccccc1 | -3 | 7 | 13 | 5 | 2.7 | 0 | 0.1 | 7 | 6 |
| CCOc1ccccc1Nc1cc(C)nc2nc(C)nn12 | -18 | 4 | -3 | 4 | -0.8 | 3 | 0.1 | 1 | 11 |
| CN(C)c1cc(NC(=O)CNC(C)(C)C)c2ccccc2n1 | 0 | 6 | -6 | 1 | -0.2 | 0 | -0.2 | -2 | 2 |
| Cc1cc(C)c2c3c(oc2n1)C(=O)N(c1cccc(Cl)c1)CC(=O)N3 | 8 | 6 | 1 | 1 | -2.9 | 0 | -0.1 | 1 | 1 |
| CCOc1cc(/C=C2\C(=O)ON=C2C)ccc1OCc1ccccc1 | -5 | -8 | 0 | 1 | -11 | 1 | -0.1 | 11 | 4 |
| O=C1Nc2ccccc2C1(O)c1ccccc1O (stereo unspecified) | 8 | 0 | -11 | 4 | 0.3 | 19 | 0.5 | 1 | 5 |
| c1ccc(CCn2cnc3ccccc32)cc1 | 9 | -3 | 6 | -3 | 1.3 | 3 | 0.4 | -6 | -12 |
| COc1cccc(/C=N\NC(=O)Cn2nnc3ccccc32)c1O | 6 | 2 | 1 | 1 | -0.9 | 0 | 0.5 | 2 | 15 |
| OCC1(Cc2ccccc2F)CCCN(CCc2ccccc2)C1 (stereo unspecified) | -1 | 8 | -2 | 2 | 0.8 | 0 | -0.2 | 0 | 14 |
| CCc1ccc(S(=O)(=O)Nc2ccc(Br)cn2)cc1 | 15 | 9 | -1 | 1 | -1.2 | 0 | -0.1 | 1 | -1 |
| O=C(NNS(=O)(=O)c1ccccc1[N+](=O)[O-])c1ccccc1Cl | 5 | -7 | 9 | 1 | -1.2 | 0 | 0.2 | -3 | -2 |
| Cc1ccc(/C=C(\NC(=O)c2ccccc2)C(=O)NCC2CCCO2)o1 (stereo unspecified) | 24 | 6 | 4 | 5 | 0.2 | 1 | -0.1 | 10 | 11 |
| O=c1cc(CSc2nnc3ccccn23)c2c(ccc3ccccc32)o1 | 2 | 66* | 7 | 76* | -1.0 | 2 | 0.0 | 4 | 88* |
| Cc1[nH]c(=O)[nH]c(=O)c1NC(=O)CSc1ncccc1-c1nc2ccccc2[nH]1 | 14 | 3 | -2 | 5 | -0.2 | 0 | 0.0 | 2 | 5 |
| CC(=O)N(C)c1ccc(OCC(O)CN(c2ccccc2C)S(=O)(=O)c2ccc(C)cc2)cc1 (stereo unspecified) | 1 | 3 | 4 | 4 | -1.1 | 0 | -0.5 | -4 | -1 |
| O=C1OC(c2ccc3c(c2)OCO3)N(C(=O)c2ccc(Cl)c(Cl)c2)c2ccccc21 (stereo unspecified) | -2 | -7 | -14 | -3 | 3.5 | 2 | 0.1 | -5 | 2 |
| Cc1ccc(Cl)cc1N1CCN(C(=O)C2CCN(c3nnc(-n4cccc4)s3)CC2)CC1 | 6 | 4 | -3 | 9 | -1.8 | 2 | 0.1 | -3 | 6 |
| COc1ccccc1NS(=O)(=O)c1ccc(C)c(C(=O)NCC(c2ccco2)N2CCCCC2)c1 (stereo unspecified) | 7 | 7 | 7 | 8 | -0.3 | 0 | -0.2 | -3 | 4 |
| Cc1ccc(-c2nc(N)n(C(=O)c3cccs3)n2)cc1 | 14 | -5 | -1 | 6 | 2.6 | 0 | 0.1 | 0 | 8 |
| O=C(Cn1c(-c2ccccc2)c[n+]2ccsc12)c1ccccc1 | 11 | 2 | -3 | 5 | -1.3 | 0 | 0.0 | 1 | 3 |
| N#Cc1cccnc1N1CCN(C(=O)c2ccc3c(c2)S(=O)(=O)c2ccccc2C3=O)CC1 | -8 | 1 | 5 | -1 | -2.5 | 0 | 0.1 | 3 | 3 |
| O=C1C(=O)N(Cc2cccnc2)C(c2cccc(F)c2)/C1=C(/O)c1ccc2c(c1)OCO2 (stereo unspecified) | -20 | -4 | 7 | 4 | 0.5 | 2 | -0.1 | -3 | 2 |
| Cc1nn(C)c(C)c1/C=C(/C(=O)C(C)C)n1cncn1 | -2 | 5 | -5 | -1 | 0.4 | 1 | -0.1 | -2 | 20 |
| CCc1nnc(NS(=O)(=O)c2ccc(NC(=S)NC(=O)c3ccccc3)cc2)s1 | 9 | 1 | 7 | 12 | -4.6 | 4 | 0.0 | -1 | 16 |
| CCCn1c(SCC(=O)NCc2ccccc2)n[nH]c1=O | -5 | 4 | -7 | 1 | -2.1 | 2 | 0.1 | -5 | 7 |
| CC(=O)OC[C@]12CC[C@H]3[C@@](C)(CC[C@H]4C(C)(C)CCC[C@]34C)[C@@H]1C[C@H](C1=CC(=O)O[C@H]1OC(C)=O)O2 | 6 | -9 | / | / | / | 0 | 0.9 | / | / |
| Cc1ccc(-c2noc(CCC(=O)N3CCN(c4cccc(C(F)(F)F)c4)CC3)n2)cc1 | -3 | -2 | -4 | 1 | 1.6 | 5 | 0.4 | 3 | 2 |
| CCOC(=O)c1ccc(NC(=O)c2nc[nH]c2C(=O)N[C@@H](Cc2ccccc2)C(=O)OC(C)(C)C)cc1 | 16 | -10 | -18 | -6 | -1.3 | 1 | 0.3 | -41 | -8 |
| c1ccc(CNc2ncnc3ccccc23)cc1 | 14&-5 | -3&6 | 6&2 | 0&5 | -1.1&1.6 | 0&1 | -0.2&-0.3 | -1&0 | -27&14 |
| CCS(=O)(=O)c1ccc2oc(Nc3ccccc3Cl)nc2c1 | 24 | 0 | 6 | 6 | 1.0 | 0 | 0.2 | 2 | 1 |
| CC(=O)Nc1ccc(NC(=O)c2cccc(S(=O)(=O)N(C)C3CCCCC3)c2)cc1 | -10 | 8 | 0 | -12 | / | 8 | 0.0 | / | -12 |
| C/C(CC(=O)Nc1ccc(N(C)C)cc1)=N\NC(=O)Cc1csc(N)n1 | -30 | -1 | 2 | 8 | -0.2 | 0 | 0.0 | 2 | 7 |
| CCN(CC)c1ccc(NC(=O)CN2C(=O)CSc3ncccc32)c(C)c1 | 2 | 0 | -1 | 0 | 1.1 | 6 | 0.1 | 1 | -3 |
| COc1ccc(NS(=O)(=O)c2ccc(Cl)c(NC(=O)c3cccnc3Cl)c2)cc1 | 7 | 1 | -1 | 5 | 1.2 | 0 | 0.1 | -1 | 9 |
| Cc1nn(-c2ccccn2)c(C)c1Oc1ccccc1O | -1 | 5 | -1 | 4 | 2.4 | 0 | 0.0 | 0 | 9 |
| Cc1ccccc1C(=O)N1CCC(n2nccc2NC(=O)C2CC2)CC1 | 6 | 0 | 1 | 3 | 4.5 | 3 | 0.1 | 1 | 1 |
| COc1ccc(S(=O)(=O)N2CC(O)CC2C(=O)OCc2nc3sc(C)c(C)c3c(=O)[nH]2)cc1 (stereo unspecified) | -4 | -9 | 5 | 7 | -3.1 | 1 | 0.1 | 0 | -7 |
| COc1ccc(NS(=O)(=O)c2ccc(N3CCOCC3)c(N)c2)cc1 | 0 | -2 | 4 | -1 | / | 3 | 0.1 | / | 1 |
| O=C(NC1CCCC1)C(c1cccnc1)N(C(=O)c1csnn1)C1CC1 (stereo unspecified) | 24 | -4 | 7 | 0 | 1.3 | 5 | 0.1 | -3 | 0 |
| c1ccc(-c2nccc(-c3ccc(-n4cnc5ccccc54)cc3)n2)cc1 | 10 | 7 | -24 | -5 | -0.1 | 0 | 0.1 | -15 | -9 |
| CSc1ccc(CCNC(=O)Cn2ncc3c([nH]c4ccccc43)c2=O)cc1 | 0 | 1 | -14 | 3 | 1.1 | 0 | 0.4 | -36 | 4 |
| Clc1ccc(COn2c(-c3ccc(Cl)cc3Cl)nc3ncccc32)cc1 | 11 | 6 | -8 | -2 | -1.7 | 0 | -0.1 | -3 | -4 |
| Cc1nc(C(F)(F)F)ccc1C(=O)NCC(O)c1ccccc1 (stereo unspecified) | 6 | -1 | -2 | 2 | -0.7 | 2 | -0.1 | 2 | 1 |
| Cc1cc(C)c(S(=O)(=O)c2ccccc2C)c(N(C)C)n1 | 7 | 2 | -2 | 4 | 0.7 | 4 | -0.1 | -3 | 5 |
| CN1CCC(N(C)C(=S)NCCc2ccccc2)CC1 | 8 | -5 | 2 | 5 | 0.4 | 0 | -0.1 | -5 | 0 |
| CCSc1nc(-c2ccccc2)nc2c1CCCC2 | -2 | 10 | -3 | 2 | -0.1 | 3 | -0.1 | 0 | 1 |
| O=S(=O)(c1ccc2nnn(O)c2c1)N1CCOCC1 | 11 | 5 | / | / | / | 0 | -0.3 | / | / |
| Cc1c(Cl)cnc(NC(=O)COC(=O)c2cc3c(s2)CCC(C)C3)c1Cl (stereo unspecified) | 33 | 11 | -2 | 4 | -1.5 | 1 | -0.2 | -2 | 8 |
| Cc1ccnc(SCC(=O)Nc2sccc2C#N)n1 | -26 | 12 | 1 | 6 | -0.2 | 1 | 0.1 | -2 | 13 |
| CCS(=O)(=O)N1CCc2cc(OC)c(OC)cc2C1 | 13 | 7 | 0 | 5 | -1.1 | 0 | 0.0 | 5 | 3 |
| O=[N+]([O-])c1cccc(/C=C/c2nc(C=Nc3ccccc3)c(O)o2)c1 | -7 | -14 | 4 | -31 | -43* | 0 | 0.2 | 2 | -51 |
| O=C(c1ccccc1)[C@@H]1[C@@H]2C(=O)N(c3ccc(F)cc3)C(=O)[C@@H]2C2CCCN21 (stereo partly specified) | -4 | 37* | 0 | 64* | ? | 1 | 0.0 | -3 | 62* |
| Cc1nn(-c2ccccc2)c(Cl)c1/C=C/C(=O)c1ccc(O)cc1 | -19 | 3 | -14 | 3 | 2.4 | 1 | 0.2 | -2 | -3 |
| O=C(NCc1ccco1)c1ccc2[nH]c(=O)c(=O)[nH]c2c1 | 1 | 8 | 12 | 7 | 0.4 | 10 | 0.0 | 4 | 9 |

An excerpt. The share of hits here may be higher or lower than overall.
